G9a block: inhibitors of human histone lysine methyltransferase G9a; G9a H3K9 monomethylation, AlphaScreen, 2 h; Potency, µM (doses to about 102 µM), without a hit: at the top dose activity, negative = inhibition, actives largely listed as inhibitors; 8.8% of 350,000 active; also: potency is read from the fitted curve at half-maximal effect; nearly all actives have a fitted effect of over 75% in size
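Quantitative HTS format: methyltransferase activity on a biotin-tagged H3K9 peptide is measured by AlphaScreen, using a rabbit anti-monomethyl-H3K9 antibody with streptavidin donor and anti-IgG acceptor beads. Final levels are 20 nM enzyme, 500 nM peptide, 20 uM SAM; 2 h RT.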
BAZ2B inh: blocks human BAZ2B. Q9UIF8. AlphaScreen BAZ2B-H3K14Ac peptide displacement. Potency, µM (doses to about 114 µM), without a hit: at the top dose activity change, negative = inhibition, hits mostly inhibitors. 4.4% of 360,000 active; also: potency is read from the fitted curve at half-maximal effect; nearly all actives have a fitted effect of over 60% in size
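Compounds, titrated to a top concentration of 110 uM, were incubated 30 min at room temperature with preformed BAZ2B/acetyl-K14 H3 peptide complex (50 nM each). Proximity signal was measured by AlphaScreen after 20 min with beads.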
Pol eta inh: inhibitors of human DNA polymerase eta | Q9Y253 | recombinant Pol eta, fluorescent DNA replication assay | Potency, µM (doses to about 114 µM), for the others: at the highest dose activity change, negative = inhibition, usual class: inhibitors | 1.2% of 390,000 active; also: potency is read from the fitted curve at half-maximal effect
Target sequence (Q9Y253 whole entry, looked up): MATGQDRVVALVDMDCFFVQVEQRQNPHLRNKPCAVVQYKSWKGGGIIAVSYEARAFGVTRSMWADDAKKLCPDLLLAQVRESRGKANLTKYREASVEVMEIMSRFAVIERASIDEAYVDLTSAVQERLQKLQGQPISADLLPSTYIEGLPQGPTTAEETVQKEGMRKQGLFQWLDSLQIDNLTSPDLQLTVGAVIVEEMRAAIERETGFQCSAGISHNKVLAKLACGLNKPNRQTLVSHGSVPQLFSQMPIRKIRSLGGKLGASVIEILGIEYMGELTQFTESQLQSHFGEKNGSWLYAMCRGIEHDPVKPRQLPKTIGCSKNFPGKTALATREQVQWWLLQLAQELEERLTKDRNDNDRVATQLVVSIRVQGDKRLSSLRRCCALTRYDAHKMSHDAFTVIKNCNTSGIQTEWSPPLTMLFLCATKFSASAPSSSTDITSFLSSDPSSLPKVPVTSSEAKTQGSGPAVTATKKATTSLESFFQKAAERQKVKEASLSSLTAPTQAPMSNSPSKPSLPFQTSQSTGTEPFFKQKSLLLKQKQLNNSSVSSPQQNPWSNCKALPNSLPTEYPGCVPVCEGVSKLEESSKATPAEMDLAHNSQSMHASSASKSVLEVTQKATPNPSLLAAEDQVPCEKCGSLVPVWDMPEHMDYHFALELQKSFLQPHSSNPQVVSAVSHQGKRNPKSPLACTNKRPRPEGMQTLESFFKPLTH
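Fluorescent replication assay: 50 nM final substrate added after a 15 min room-temperature compound preincubation with 10 nM enzyme. Signal taken at 0 min and again at 10 min.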
JMJD2A Tudor: inhibitors of human JMJD2A Tudor domain; 4.4% of 390,000 active; O75164; AID 504339; Potency, µM (titrated, usually from 114 µM), inactives show at the highest dose activity change, negative = inhibition, hits mostly inhibitors; AlphaScreen JMJD2A-Tudor / H3K4me3 peptide binding; also: potency is read from the fitted curve at half-maximal effect; nearly all actives have a fitted effect of over 50% in size
PI4K2A block: inhibitors of human PI4K2A. purified PI4K2A, ADP-Glo luminescence, 1 h; hits give low values. Q9BTU6. AID 1346378. 0.13% of 420,000 active. activity change, negative = inhibition, % at 76.9 µM; in the data active = activity change below about -50%; inconclusive = mostly about -30% to -49%;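 also: -100% = wells without enzyme as full effect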
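ADP-Glo luminescence measured ADP generated by PI4K2A enzyme (4 ug/mL before mixing) with 1.2 mM PI substrate (pre-mix) and 300 microM ATP (pre-mix). Tris pH7.5 buffer with MgCl2, Triton X-100; 1 h reaction at ambient temperature.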
Pin1 inhibitor: human Pin1 inhibition | AID 504891 | Potency, µM (highest dose often 115 µM), for the others: top-dose activity, negative = inhibition, most hits filed as inhibitors | 0.009% of 390,000 active | Pin1 FP peptide displacement, HiFluor488, 10 min | Q13526; active = well fitted inhibition curve with a large enough effect in the polarisation, with a control signal flat, not every such curve was filed as active; inconclusive = small, poorly fitted or top-dose-only effect, or effect the other way, or a change in a side signal; inactive = no such curve, though single readings can be large or run the other way; the % refers to the polarisation; also: potency is read from the fitted curve at half-maximal effect
Target sequence (Q13526 whole entry, looked up): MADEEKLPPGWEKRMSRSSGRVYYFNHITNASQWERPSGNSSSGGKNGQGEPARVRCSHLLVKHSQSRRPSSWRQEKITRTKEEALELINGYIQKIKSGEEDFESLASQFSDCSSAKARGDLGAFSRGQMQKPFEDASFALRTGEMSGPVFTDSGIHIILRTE
GLS inh: glutaminase GLS (human) inhibition; 0.21% of 410,000 active; O94925; GLS enzymatic activity, qHTS titration; Potency, µM (doses to about 45.5 µM), for the others: at the top dose activity change, negative = inhibition, usual class: inhibitors; also: potency is read from the fitted curve at half-maximal effect
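Human kidney-isoform GLS in 45 mM KH2PO4 pH 8.2, 0.02% Tween-20, with compound, started with 1mM L-Glutamine (added stock). Glutamate oxidase/HRP/Amplex red coupled fluorescence read at start and after 30 min at RT.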
* marks the source's active call; other numbers are inactive results; i = inactive; ? = inconclusive; . = not tested or not shown; & = joins results of further samples; ! = repeats disagree; [ ] = dose if it differs, or a comment. Unless noted, calls follow the shape of the dose curve; as a rule, active = well fitted curve in the direction sought with a large enough effect; inconclusive = small, poorly fitted or top-dose-only effect, or another doubt; inactive = no such curve, though single readings can be large; an effect the other way counts as inactive or inconclusive. Unless noted, % is scaled to controls: 0 for no effect and ±100 for the full control effect. A portion of the library; the hit share may differ from the screen's.

Compound	G9a block	BAZ2B inh	Pol eta inh	JMJD2A Tudor	PI4K2A block	Pin1 inhibitor	GLS inh
COC(=O)N1CCCC(c2cc(C(=O)Nc3ccccc3Cl)no2)C1 (stereo not drawn)	.	.	.	.	-0.2	.	1.9%
COCCN1C[C@@H](CO)O[C@@H](n2cnc3c(N(C)C)ncnc32)C1	.	.	.	.	-7.8	.	1.4%
Fc1ccc2nc(-c3ccccc3)ccc2c1	.	.	.	.	-0.4	.	6.5%
OC(c1cccc(Cl)c1)c1ncc(-c2ccc(C(F)(F)F)cc2)[nH]1 (stereo not drawn)	.	.	.	.	-7.8	.	5.7%
COc1ccc(NC(=O)C2(C)Cc3c(-c4ccc(N(C)C)cc4)ccnc3O2)cc1OC (stereo not drawn)	.	.	.	.	-10.4	.	25.0%
Cc1cc(C)cc(CC(=O)N2CCC2(C)C(=O)NS(=O)(=O)Cc2ccccc2)c1 (stereo not drawn)	.	.	.	.	-0.1	.	2.8%
CC1=C(C(=O)N2CCCCCC2)CC(CC(=O)NC2CCCCC2)C(=O)N1Cc1ccccc1 (stereo not drawn)	.	.	.	.	1.1	.	-2.2%
Cc1nc2sccn2c(=O)c1CCN1CCC(=C(c2ccccc2)c2ccc(F)cc2)CC1	?	?	.	.	2.8	.	.
COc1cc2nc(N(C)CCCNC(=O)C3CCCO3)nc(N)c2cc1OC (stereo not drawn)	11.2µM*!	-2.9%	.	.	1.6&-3.4	.	.
C[C@@H]1CN(c2c(F)c(N)c3c(=O)c(C(=O)O)cn(C4CC4)c3c2F)C[C@H](C)N1	8.6%[59 µM]	-6.5%	.	.	i	.	.
COc1cccc(Cn2ncc3c4sc(S(C)=O)cc4n(C)c3c2=O)c1 (stereo not drawn)	.	.	.	?	-3.2	-12.2%&3.2%	.
Oc1ccc(CNc2ccccc2Br)c2cccnc12	.	.	.	50.1µM*	-4.8	?	.
Cc1cc2c(s1)c1cnn(Cc3cc(F)c(F)cc3F)c(=O)c1n2C	.	.	.	-15.8%	-2.3	-5.3%	.
O=C(OCC#CCSc1nnc(-c2ccc(F)cc2)o1)c1ccc(F)cc1	.	.	.	57.1%[activator]	-3.0	4.5%	.
Cc1cc2c(s1)c1cnn(Cc3cc(F)ccc3F)c(=O)c1n2C	.	.	.	-3.4%	-1.1	2.4%	.
O=C(OCC#CCSc1nnc(-c2cccc3ccccc23)o1)c1cccc(C(F)(F)F)c1	.	.	.	19.0%	-3.6	11.4%	.
Oc1ccc(/C=C/c2ccccc2F)c2cccnc12	.	.	.	?	1.1	2.5%	.
OC(c1ccccc1)(c1ccccc1)c1cnc2ccccn12	.	.	.	-13.6%	-0.5	0.6%	.
O=C(OCC#CCSc1nnc(-c2cccc3ccccc23)o1)c1ccc(OC(F)F)cc1	.	.	.	17.0%	-0.1	4.2%	.
O=C(OCC#CCSc1nnc(-c2cccc3ccccc23)o1)C1CC1	.	.	.	71.4%[activator]	-4.2	3.1%	.
Oc1ccc(CCc2c(F)cccc2F)c2cccnc12	.	.	.	-18.4%	2.4	10.2%	.
O=P(c1ccccc1)(c1ccccc1)c1cnc2ccccn12	.	.	.	?	-3.3	2.7%	.
Cc1ccc(NS(=O)(=O)c2cc3c(cc2Cl)NC(=O)CO3)cc1C	.	.	.	-22.4%	-3.0	4.6%	.
COc1ccccc1-c1nnc(SCC#CCOC(=O)c2ccc(F)cc2)o1	.	.	.	17.7%	-2.6	-3.9%	.
O=C(O)CC1CCCc2ccccc2C1O (stereo not drawn)	28.9%[59 µM]	.	0.8%[57.1 µM]	.	-0.1	.	.
O=S(=O)(c1cccc2c(I)cccc12)N1CCCNCC1	?	.	-10.4%[57.1 µM]	.	-0.3	.	.
O=c1ccn([C@@H]2O[C@H](COP(=O)(O)OP(=O)(O)O)[C@@H](O)[C@H]2O)c(=O)[nH]1	-13.4%[59 µM]	.	-2.2%[57.1 µM]	.	4.6	.	.
O=c1cc(O)cc(/C=C/c2ccc(O)c(O)c2)o1	3.98µM*	.	0.794µM*	.	-5.8	.	.
Cc1nc(N=Nc2ccc(C(=O)O)cc2)c(COP(=O)(O)O)c(C=O)c1O	39.8µM*	.	?	.	0.3	.	.
CCCCCCCCCCCCCCCCCCNC(=O)OCC(COP(=O)([O-])OCC[n+]1ccsc1)OC (stereo not drawn)	21.2µM*	.	-4.5%[57.1 µM]	.	-6.7	.	.

Structures listed so far shown as hits in Pol eta inh.
Compound	G9a block	BAZ2B inh	Pol eta inh	JMJD2A Tudor	PI4K2A block	Pin1 inhibitor	GLS inh
O=c1cc(O)cc(/C=C/c2ccc(O)c(O)c2)o1	3.98µM*	.	0.794µM*	.	-5.8	.	.

Later entries.
Compound	G9a block	BAZ2B inh	Pol eta inh	JMJD2A Tudor	PI4K2A block	Pin1 inhibitor	GLS inh
CN1CCC2(CCN3CCc4c(oc5ccccc45)C3C2)N(C)C1=O (stereo not drawn)	15.8µM*!	.	-5.5%[57.1 µM]	.	-3.7	.	.
c1ccc2c(c1)CC(N1CCN(c3cccc4c3OCCO4)CC1)C2	69.8%[activator][12.7 µM]	.	1.3%[57.1 µM]	.	-5.8	.	.
CC(=O)O[C@H]1C(=O)[C@@]2(C)C([C@H](OC(=O)c3ccccc3)[C@]3(O)C[C@H](OC(=O)[C@H](O)[C@@H](NC(=O)c4ccccc4)c4ccccc4)C(C)=C1C3(C)C)[C@]1(OC(C)=O)CO[C@@H]1C[C@@H]2O (stereo partly drawn)	17.6%[59 µM]	.	-8.8%[57.1 µM]	.	4.6	.	.
O=C(O)/C(=C/c1c(C(=O)O)[nH]c2cc(Cl)cc(Cl)c12)c1ccccc1	?	.	1.1%[57.1 µM]	.	-3.0	.	.
CN(C)C(=O)/N=N/C(=O)N(C)C	2.67µM*	.	-5.3%[57.1 µM]	.	1.1	.	.
O=C(O)C1CCNCC1	-14.9%[59 µM]	.	-0.1%[57.1 µM]	.	2.3	.	.
CCCC(=O)NCCc1c2n(c3ccc(OC)cc13)CCCc1ccccc1-2	10.9%[12.7 µM]	.	-5.9%[57.1 µM]	.	4.2	.	.
CCCn1c(=O)c2[nH]c(-c3ccc(OCC(=O)NCCN)cc3)nc2n(CCC)c1=O	14.1µM*!	.	-4.4%[57.1 µM]	.	-1.3	.	.
N[C@H](C(=O)O)[C@H]1C[C@@H]1C(=O)O	30.8%[12.7 µM]	.	-5.6%[57.1 µM]	.	0.3	.	.
OCC1O[C@H](O)C(Cl)C(O)C1O (stereo partly drawn)	19.5%[12.7 µM]	.	-2.6%[57.1 µM]	.	2.0	.	.

Random excerpt: 3 records from the list.
Compound	G9a block	BAZ2B inh	Pol eta inh	JMJD2A Tudor	PI4K2A block	Pin1 inhibitor	GLS inh
CN(C)C(=O)/N=N/C(=O)N(C)C	2.67µM*	.	-5.3%[57.1 µM]	.	1.1	.	.
Oc1ccc(CCc2c(F)cccc2F)c2cccnc12	.	.	.	-18.4%	2.4	10.2%	.
Cc1cc(C)cc(CC(=O)N2CCC2(C)C(=O)NS(=O)(=O)Cc2ccccc2)c1 (stereo not drawn)	.	.	.	.	-0.1	.	2.8%

(more compounds)
Values in the order – G9a block, BAZ2B inh, Pol eta inh, JMJD2A Tudor, PI4K2A block, Pin1 inhibitor, GLS inh
- O=c1onc2cnc3ccccc3n12
 : 34.4%[12.7 µM], ., 1.0%[57.1 µM], ., 3.5, ., .
- CCN1C(=O)C=CC1=O
 : 1µM*!, ., -1.0%[57.1 µM], ., 1.4, ., .
- CCCCCCCCCCCCCCCC(=O)NCC(COP(=O)([O-])OCC[N+](C)(C)C)OCC (stereo not drawn)
 : 16.1%[12.7 µM], ., -1.6%[57.1 µM], ., 3.8, ., .
- O=C(O)CCC(=O)N1CCCC1C(=O)O (stereo not drawn)
 : -4.2%[59 µM], ., 0.1%[57.1 µM], ., 4.6, ., .
- CC(N)=NCCCC[C@@H](N)C(=O)O
 : 10µM*!, ., -1.1%[57.1 µM], ., 4.4, ., .
- O=c1[nH]c2cc(Cl)ccc2c(O)c1-c1ccc(Oc2ccccc2)cc1
 : -1.6%[59 µM], ., 0.8%[57.1 µM], ., -4.1, ., .
- COc1ccc2[nH]c(S(=O)Cc3ncc(C)c(OC)c3C)nc2n1 (stereo not drawn)
 : ?, ., ., ., -1.5, ., 3.3%
- NC(=O)NNc1ccccc1
 : -19.4%[59 µM], ., ., ., -0.1, ., 5.6%&10.7%
- CC1CC(OC(=O)c2ccccc2O)CC(C)(C)C1 (stereo not drawn)
 : -9.3%[2.33 µM], ., ., ., 2.4, ., -15.2%
- CCCCCCCCCCCCCCCCOP(=O)([O-])OCC[N+](C)(C)C
 : 1.6%[2.33 µM], ., ., ., 6.1, ., -3.6%
- O=C(O)P(=O)(O)O
 : -42.2%[2.33 µM], ., ., ., 2.9, ., -3.9%
- CC(C)CCOC(=O)c1ccc(N(C)C)cc1
 : 9.5%[12.7 µM], ., ., ., 1.4, ., 16.6%
- Nc1ccc(/C=C/c2ccc(N)cc2S(=O)(=O)O)c(S(=O)(=O)O)c1
 : ?, ., ., ., i, ., 11.2µM*
- CN(Cc1cc(Br)cc(Br)c1N)C1CCCCC1
 : -47.0%[2.33 µM], ., ., ., 0.1, ., 12.6%
- CCOC(=O)c1ccc(O)cc1
 : 24.0%[59 µM], ., ., ., -3.3, ., -15.5%
- O=C(c1cccc(Cl)c1)N1CCC(=O)N([C@H](COCc2cccc(Cl)c2)Cc2ccccc2)CC1
 : 11.7%[59 µM], ., ., ., 0.9, ., 0.6%
- Nc1ccc2cc3ccc(N)cc3nc2c1
 : 28.2µM*, ., ., ., -23.6&-18.0, ., -0.1%
- CC(O)COc1ccccc1 (stereo not drawn)
 : 25.5%[59 µM], ., ., ., 1.9, ., -9.2%
- CCC[C@@H]1C[C@@H](C(=O)N[C@@H]([C@H]2O[C@H](SC)[C@H](O)[C@@H](O)[C@H]2O)[C@@H](C)O)N(C)C1
 : -23.6%[59 µM], ., ., ., 0.0, ., -5.8%
- O=C(O)[C@@H]1CSCN1
 : -1.7%[12.7 µM], ., ., ., -5.3, ., -4.2%
- O=C(O)c1ccc(OCCCOc2ccc(C(=O)O)cc2)cc1
 : -41.3%[2.33 µM], ., ., ., 0.7, ., -2.3%
- O=[N+]([O-])c1cccc(S(=O)(=O)NCCNS(=O)(=O)c2cccc([N+](=O)[O-])c2)c1
 : -1.4%[12.7 µM], ., ., ., 2.4, ., 16.7%

Source: PubChem (National Center for Advancing Translational Sciences (NCATS))
